Rab7 wt GTP bind – alters GTP binding to wildtype dog Rab7 | actives 0.055% (n = 190,000) | GTP binding activity (percent of control), % at 10 µM | GST-Rab7 beads, fluorescent GTP binding, flow cytometry; actives lie on both sides; untreated = 100%, excess cold GTP = 0%;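 active = fluorescent GTP binding to Rab7 beads changed by at least 20 points from the 100% baseline, either direction, mostly lower; inconclusive = compound itself probably fluorescent, or too few beads counted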;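 note: median green fluorescence of bound Bodipy-FL-GTP per Rab7 bead population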
Rab2 wt GTP – changes GTP binding to wildtype dog Rab2A, up or down | actives 0.19% (n = 190,000) | AID 760 | GST-Rab2 wt beads, Bodipy-GTP binding, flow cytometry | GTP binding activity, % at 10 µM;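 active = GTP binding activity at least 20 points away from 100%, either lowered or raised; inconclusive = signal likely due to the compound's own green fluorescence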;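 note: 0% = beads with excess unlabeled GTP and 100% = no-compound control corrected for plate trend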
ABCB1 block – human ABCB1 inhibition, ABCG2 as counter-screen. CCRF-Adr cells, JC-1 efflux, flow cytometry. inhibition, % at 6.6 µM. actives 0.067% (n = 190,000). AID 1326; in the data active = inhibition above about 40%;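 note: 0% = vehicle and 100% = reference inhibitor; higher value means more JC-1 retained so stronger ABCB1 efflux block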
Target sequence (P08183 whole entry, looked up): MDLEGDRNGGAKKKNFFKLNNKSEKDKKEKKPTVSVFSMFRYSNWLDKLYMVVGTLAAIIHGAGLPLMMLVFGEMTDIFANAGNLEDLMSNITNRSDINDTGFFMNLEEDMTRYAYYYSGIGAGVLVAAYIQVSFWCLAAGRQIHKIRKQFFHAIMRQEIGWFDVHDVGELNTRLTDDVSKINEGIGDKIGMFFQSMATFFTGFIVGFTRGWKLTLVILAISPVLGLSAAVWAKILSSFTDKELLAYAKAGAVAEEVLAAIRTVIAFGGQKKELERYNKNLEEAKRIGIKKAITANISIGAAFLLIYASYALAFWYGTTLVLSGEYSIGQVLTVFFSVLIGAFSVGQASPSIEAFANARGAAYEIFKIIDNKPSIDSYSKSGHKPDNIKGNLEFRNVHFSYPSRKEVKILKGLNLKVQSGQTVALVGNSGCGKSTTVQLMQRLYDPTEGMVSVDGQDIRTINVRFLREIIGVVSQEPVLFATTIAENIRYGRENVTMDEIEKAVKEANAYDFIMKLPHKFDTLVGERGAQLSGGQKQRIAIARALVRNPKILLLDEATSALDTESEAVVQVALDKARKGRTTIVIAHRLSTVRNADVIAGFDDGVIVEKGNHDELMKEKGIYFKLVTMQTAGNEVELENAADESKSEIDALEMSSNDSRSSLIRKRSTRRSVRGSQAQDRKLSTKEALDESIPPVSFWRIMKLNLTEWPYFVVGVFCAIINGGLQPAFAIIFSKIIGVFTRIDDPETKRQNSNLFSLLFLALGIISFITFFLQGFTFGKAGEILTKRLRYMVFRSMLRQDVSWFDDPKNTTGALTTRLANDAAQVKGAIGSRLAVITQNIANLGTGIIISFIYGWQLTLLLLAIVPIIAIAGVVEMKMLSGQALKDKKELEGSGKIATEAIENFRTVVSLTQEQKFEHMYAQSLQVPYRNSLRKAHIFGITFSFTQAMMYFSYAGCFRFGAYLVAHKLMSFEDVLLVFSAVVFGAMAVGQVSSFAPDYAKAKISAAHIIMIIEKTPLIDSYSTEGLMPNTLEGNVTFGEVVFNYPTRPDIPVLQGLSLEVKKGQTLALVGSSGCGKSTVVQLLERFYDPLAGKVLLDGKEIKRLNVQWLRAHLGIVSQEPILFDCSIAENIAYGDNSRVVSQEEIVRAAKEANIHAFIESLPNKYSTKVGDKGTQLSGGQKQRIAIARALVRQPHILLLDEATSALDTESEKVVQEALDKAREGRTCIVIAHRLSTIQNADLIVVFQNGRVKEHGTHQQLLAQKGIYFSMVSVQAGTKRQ
Avidin bead fluor – avidin bead compound fluorescence profile. actives 0.38% (n = 220,000). Avidin beads, compound fluorescence 488/530 nm, flow cytometry; hits give high values. fluorescence (KMESF) at 10 µM; in the data active = fluorescence above about 47; note: inactives centre near 10
HRas wt GTP – changes GTP binding to wildtype human HRas. P01112. GST-Ras wt beads, Bodipy-FL-GTP binding, flow cytometry; actives lie on both sides. GTP binding activity, % at 10 µM. actives 0.14% (n = 190,000);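 active = GTP binding activity at least 20% away from the 100% baseline, either lowered as inhibitor or raised as activator; inconclusive = flagged as likely green fluorescent, judged across all proteins in the well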;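 note: 0% = unlabeled GTP competition control and 100% = no-compound control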
GSH fluor – GSH bead compound fluorescence profile | AID 1776 | GSH beads flow cytometry, compound fluorescence 488/530 nm; hits give high values | actives 0.25% (n = 190,000) | fluorescence (KMESF) at 10 µM; in the data active = fluorescence above about 89;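 note: glutathione beads carrying GST-tagged Bcl family fusion proteins plus one bare bead set; values are compound well signal with DMSO vehicle wells as background; inactives centre near 16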
ABCG2 inh – blocks JC-1 efflux by human ABCG2 transporter | Q9UNQ0 | IgMXP3 cells, flow cytometry | inhibition, % at 6.6 µM | actives 0.1% (n = 190,000) | AID 1325;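 active = inhibition above 80%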;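 note: 0% = DMSO and 100% = nicardipine control wells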
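Read-out basis: Efflux inhibition in percent versus controls | Test system: ABCG2 IgMXP3 and barcoded ABCB1 CCRF-Adr cell mix | Quantity: 3 million cells/mL in well | Schedule: 10 min at 25 °C | Control set: Nicardipine as high control, DMSO as low control | Reagent: JC-1 as fluorescent efflux pump substrate | Signal: Flow cytometry of retained JC-1 fluorescence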
Rac1 wt modul – alters GTP binding to wildtype human Rac1 | GST-Rac1 beads, fluorescent GTP binding, flow cytometry; actives lie on both sides; 0 = cold GTP competed, 100 = untreated | AID 757 | actives 0.27% (n = 190,000) | GTP binding activity (% of control), % at 10 µM;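 active = GTP binding activity at least 20 points away from the 100% control level, either lower or higher; inconclusive = compound flagged as likely green fluorescent, judged across all proteins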
Pf gamet viab – inhibitors of late stage P. falciparum gametocyte viability. P. falciparum stage V gametocytes, ATP luminescence, 24 h. inhibition, % at 10.9 µM. actives 0.065% (n = 150,000). AID 743093;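 active = inhibition above the mean plus 3 SD of compounds within the control limits, set per campaign, cut at about 38% in these data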;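 note: 0% = DMSO wells and 100% = medium only without gametocytes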
Cdc42 wt – human Cdc42 wildtype GTP binding change, either direction | P60953 | GST-Cdc42 beads, Bodipy-GTP binding, flow cytometry; actives lie on both sides | percent activity (GTP binding), % at 10 µM | actives 0.2% (n = 190,000);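 active = percent activity GTP binding at least 20 points away from the 100% baseline, either down as inhibitor or up as activator; inconclusive = compound flagged as likely green fluorescent from well-wide comparison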;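 note: median bead fluorescence of bound Bodipy-FL-GTP at 100 nM; 0% = excess unlabeled GTP control and 100% = no compound control; below 100% means less GTP binding so inhibitor and above means activator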
Rac1 act GTP bind – alters GTP binding to activated mutant human Rac1; P63000; GST-Rac1 activated beads, fluorescent GTP binding, flow cytometry; actives lie on both sides; 100% means binding = to untreated wells; percent activity (GTP binding), % at 10 µM; actives 0.11% (n = 190,000); AID 764;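 active = GTP binding at least 20 percentage points away from the 100% baseline, in either direction, so actives lie on both sides; inconclusive = Compound likely fluorescent itself, or too few beads counted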
* marks the source's active call; other numbers are inactive results.

CN(CC(=O)Nc1ccccc1Br)c1ncnc2sccc12 was read as Rab7 wt GTP bind 94, Rab2 wt GTP 96, ABCB1 block 0.0, Avidin bead fluor 11, HRas wt GTP 97, GSH fluor 10, ABCG2 inh 0, Rac1 wt modul 98, Pf gamet viab 6, Cdc42 wt 97 and Rac1 act GTP bind 96.
CC(C)(C)OC(=O)N1CCCC1C(=O)NC(Cc1ccccc1)C(=O)O (stereo not given) was read as Rab7 wt GTP bind 104, Rab2 wt GTP 101, ABCB1 block 0.2, Avidin bead fluor 9, HRas wt GTP 104, GSH fluor 16, ABCG2 inh 1, Rac1 wt modul 104, Cdc42 wt 103 and Rac1 act GTP bind 100.
For Cc1ccc(C2C(C#N)=C(N)SC(N)=C2C#N)c(C)c1 the results were Rab7 wt GTP bind 101, Rab2 wt GTP 99, ABCB1 block 0.0, Avidin bead fluor 24, HRas wt GTP 101, GSH fluor 12, ABCG2 inh 1, Rac1 wt modul 97, Cdc42 wt 99 and Rac1 act GTP bind 96.
For CCOc1ccc(OCCOCCNCCOC)cc1 the results were Rab7 wt GTP bind 99, Rab2 wt GTP 100, ABCB1 block -0.1, Avidin bead fluor 14, HRas wt GTP 99, GSH fluor 3, ABCG2 inh -3, Rac1 wt modul 107, Pf gamet viab -14, Cdc42 wt 105 and Rac1 act GTP bind 101.
O=c1c2cn[nH]c2nc(SCc2ccc3c(c2)OCCO3)n1-c1ccccc1 was read as Rab7 wt GTP bind 102, Rab2 wt GTP 98, ABCB1 block 1.1, Avidin bead fluor 11, HRas wt GTP 100, GSH fluor 8, ABCG2 inh 4, Rac1 wt modul 100, Cdc42 wt 98 and Rac1 act GTP bind 95.
`Nc1ccc2nc(NC(=O)C3CCCCC3)sc2c1` gave Rab7 wt GTP bind 107, Rab2 wt GTP 98, ABCB1 block 0.0, Avidin bead fluor 10, HRas wt GTP 96, GSH fluor 16, ABCG2 inh 0, Rac1 wt modul 98, Pf gamet viab 13, Cdc42 wt 92 and Rac1 act GTP bind 94.
`COc1ccc(C(=O)c2c(C)c3ccccc3n2CC(O)CNC(C)C)cc1` (stereo not given) gave Rab7 wt GTP bind 97, Rab2 wt GTP 101, ABCB1 block 2.5, Avidin bead fluor 5, HRas wt GTP 100, GSH fluor 9, ABCG2 inh 3, Rac1 wt modul 105, Pf gamet viab 3, Cdc42 wt 105 and Rac1 act GTP bind 100.
For O=C(/C=C/Nc1ccc([N+](=O)[O-])cc1Br)c1cccc2ccccc12 the results were Rab7 wt GTP bind 93, Rab2 wt GTP 90, ABCB1 block 0.3, Avidin bead fluor 12, HRas wt GTP 92, GSH fluor 9, ABCG2 inh 44, Rac1 wt modul 92, Pf gamet viab 8, Cdc42 wt 93 and Rac1 act GTP bind 93.
`CC1(C)CC(=O)C2=C(C1)NC(SCC(=O)Nc1ccccc1)=C(C#N)C21CCCCC1` gave Rab7 wt GTP bind 102, Rab2 wt GTP 101, ABCB1 block 6.6, Avidin bead fluor 30, HRas wt GTP 103, GSH fluor 18, ABCG2 inh 6, Rac1 wt modul 106, Pf gamet viab 7, Cdc42 wt 103 and Rac1 act GTP bind 101.
Cc1ccc(-c2csc3nc(C)n(-n4cccc4)c(=O)c23)o1 was read as Rab7 wt GTP bind 94, Rab2 wt GTP 94, ABCB1 block 0.1, Avidin bead fluor 4, HRas wt GTP 96, GSH fluor 32, ABCG2 inh 1, Rac1 wt modul 96, Cdc42 wt 97 and Rac1 act GTP bind 95.
O=S(=O)(NCCC1=CCCCC1)c1cccc2nsnc12 was read as Rab7 wt GTP bind 100, Rab2 wt GTP 99, ABCB1 block 0.3, Avidin bead fluor 23, HRas wt GTP 101, GSH fluor 18, ABCG2 inh 1, Rac1 wt modul 102, Cdc42 wt 101 and Rac1 act GTP bind 97.
For Cc1ccc2[nH]c(=O)c(-c3noc(C(C)C)n3)cc2c1 the results were Rab7 wt GTP bind 101, Rab2 wt GTP 100, ABCB1 block 0.4, Avidin bead fluor 7, HRas wt GTP 100, GSH fluor 24, ABCG2 inh 1, Rac1 wt modul 101, Cdc42 wt 101 and Rac1 act GTP bind 97.
Screening Cc1c(Oc2ccc(C(F)(F)F)cc2[N+](=O)[O-])ccc2c3c(c(=O)oc12)CCC3 returned Rab7 wt GTP bind 97, Rab2 wt GTP 95, ABCB1 block 2.1, Avidin bead fluor 5, HRas wt GTP 97, GSH fluor 9, ABCG2 inh 9, Rac1 wt modul 97, Pf gamet viab 17, Cdc42 wt 97 and Rac1 act GTP bind 96.
`O=C(NCc1ccc(Cl)s1)c1cc(COc2c(F)cccc2F)on1` gave Rab7 wt GTP bind 97, Rab2 wt GTP 93, ABCB1 block -0.8, Avidin bead fluor 11, HRas wt GTP 95, GSH fluor 15, ABCG2 inh -1, Rac1 wt modul 98, Cdc42 wt 96 and Rac1 act GTP bind 96.
Screening CCN(CC)S(=O)(=O)c1ccc2[nH]cc(C(=O)NCCC3=CCCCC3)c(=O)c2c1 returned Rab7 wt GTP bind 95, Rab2 wt GTP 98, ABCB1 block -0.7, Avidin bead fluor 30, HRas wt GTP 97, GSH fluor 25, ABCG2 inh -1, Rac1 wt modul 99, Cdc42 wt 99 and Rac1 act GTP bind 98.
For CSc1nc(NC(C)=O)nc(C)c1Cl the results were Rab7 wt GTP bind 100, Rab2 wt GTP 101, ABCB1 block 0.3, Avidin bead fluor 35, HRas wt GTP 102, GSH fluor 12, ABCG2 inh 1, Rac1 wt modul 106, Cdc42 wt 104 and Rac1 act GTP bind 101.
For COC(=O)CC1C(=O)NCCN1C(=O)CSc1nc2ccc([N+](=O)[O-])cc2s1 (stereo not given) the results were Rab7 wt GTP bind 95, Rab2 wt GTP 94, ABCB1 block 0.2, Avidin bead fluor 10, HRas wt GTP 95, GSH fluor 16, ABCG2 inh 11, Rac1 wt modul 99, Pf gamet viab -11, Cdc42 wt 94 and Rac1 act GTP bind 94.
For O=C(COC(=O)c1ccc(NS(=O)(=O)c2cccs2)cc1)Nc1nc2c(F)c(F)c(F)cc2s1 the results were Rab7 wt GTP bind 100, Rab2 wt GTP 95, ABCB1 block -1.4, Avidin bead fluor 9, HRas wt GTP 95, GSH fluor 8, ABCG2 inh -7, Rac1 wt modul 94, Cdc42 wt 91 and Rac1 act GTP bind 91.
`CC(C)C(=O)Nc1ccc(NC(=O)c2cccs2)cn1` gave Rab7 wt GTP bind 101, Rab2 wt GTP 98, ABCB1 block 1.1, Avidin bead fluor 31, HRas wt GTP 101, GSH fluor 28, ABCG2 inh 75, Rac1 wt modul 104, Cdc42 wt 104 and Rac1 act GTP bind 98.
N#CCc1ccc(C(=O)c2ccccc2)s1 was read as Rab7 wt GTP bind 94, Rab2 wt GTP 94, ABCB1 block 0.7, Avidin bead fluor 12, HRas wt GTP 99, GSH fluor 29, ABCG2 inh 7, Rac1 wt modul 95, Pf gamet viab -8, Cdc42 wt 97 and Rac1 act GTP bind 92.
`O=C1N=C(N2CCN(c3ccccc3)CC2)SC1Cc1ccccc1` (stereo not given) gave Rab7 wt GTP bind 94, Rab2 wt GTP 98, ABCB1 block 0.4, Avidin bead fluor 6, HRas wt GTP 97, GSH fluor 18, ABCG2 inh 2, Rac1 wt modul 100, Cdc42 wt 98 and Rac1 act GTP bind 99.
For Cc1ccc2nsnc2c1S(=O)(=O)NC1CC1 the results were Rab7 wt GTP bind 100, Rab2 wt GTP 103, ABCB1 block 0.9, Avidin bead fluor 22, HRas wt GTP 105, GSH fluor 16, ABCG2 inh 1, Rac1 wt modul 110, Cdc42 wt 105 and Rac1 act GTP bind 102.
Screening CCOc1ccc(C(C)C)cc1S(=O)(=O)n1ccnc1C returned Rab7 wt GTP bind 94, Rab2 wt GTP 96, ABCB1 block 0.4, Avidin bead fluor 12, HRas wt GTP 94, GSH fluor 12, ABCG2 inh 0, Rac1 wt modul 95, Pf gamet viab 22, Cdc42 wt 93 and Rac1 act GTP bind 93.
COc1cccc(NC(=O)/C=C/c2ccccc2[N+](=O)[O-])c1 was read as Rab7 wt GTP bind 102, Rab2 wt GTP 102, ABCB1 block -0.1, Avidin bead fluor 12, HRas wt GTP 103, GSH fluor 6, ABCG2 inh 3, Rac1 wt modul 105, Pf gamet viab -21, Cdc42 wt 103 and Rac1 act GTP bind 100.
`NC(=O)C1(N2CCCCC2)CCN(C(=S)Nc2ccc(Cl)cc2)CC1` gave Rab7 wt GTP bind 91, Rab2 wt GTP 92, ABCB1 block 0.3, Avidin bead fluor 6, HRas wt GTP 91, GSH fluor 55, ABCG2 inh 1, Rac1 wt modul 102, Pf gamet viab -9, Cdc42 wt 93 and Rac1 act GTP bind 91.
`Cc1cc(N2CCN(c3ccccn3)CC2)n2c(nc3ccccc32)c1C#N` gave Rab7 wt GTP bind inconclusive, Rab2 wt GTP inconclusive, ABCB1 block 4.5, Avidin bead fluor 38, HRas wt GTP inconclusive, GSH fluor 17, ABCG2 inh 3, Rac1 wt modul inconclusive, Pf gamet viab -27, Cdc42 wt inconclusive and Rac1 act GTP bind inconclusive.
For O=C(Nc1ccccc1N1CCOCC1)c1ccc2c(c1)OCO2 the results were Rab7 wt GTP bind 103, Rab2 wt GTP 98, ABCB1 block 0.3, Avidin bead fluor 11, HRas wt GTP 97, GSH fluor 11, ABCG2 inh 0, Rac1 wt modul 96, Pf gamet viab 7, Cdc42 wt 97 and Rac1 act GTP bind 97.
For CCOc1ccc(S(=O)(=O)NC(Cc2cnc[nH]2)C(=O)O)cc1 (stereo not given) the results were Rab7 wt GTP bind 104, Rab2 wt GTP 100, ABCB1 block 0.2, Avidin bead fluor 13, HRas wt GTP 97, GSH fluor 15, ABCG2 inh 0, Rac1 wt modul 96, Cdc42 wt 96 and Rac1 act GTP bind 96.
For Cc1cc(=O)[nH]c(N/N=C/c2ccccn2)n1 the results were Rab7 wt GTP bind 96, Rab2 wt GTP 94, ABCB1 block -0.2, Avidin bead fluor 3, HRas wt GTP 97, GSH fluor 4, ABCG2 inh -1, Rac1 wt modul 97, Cdc42 wt 93 and Rac1 act GTP bind 99.
`CCCCNc1c(N)n(CC(C)C)c(=O)[nH]c1=O` gave Rab7 wt GTP bind 104, Rab2 wt GTP 98, ABCB1 block 0.5, Avidin bead fluor 12, HRas wt GTP 97, GSH fluor 12, ABCG2 inh -1, Rac1 wt modul 100, Pf gamet viab -8, Cdc42 wt 97 and Rac1 act GTP bind 98.
